Screening results deposited in PubChem by several laboratories.
SIAE inh: inhibitors of human sialic acid acetylesterase SIAE; 370,000 compounds, 0.69% hits; inhibition, % at 9.66 µM; SIAE FP-Rh probe binding, fluorescence polarization; Q9HAT2;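 active means inhibition above a cutoff: mean of compounds within the control limits plus 3 SD of those, cut at about 17% in these data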;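 further: 0% = plate median of compound wells and 100% = probe without SIAE protein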
ABHD4 inh: inhibits mouse alpha/beta hydrolase domain 4; Q8VD66; purified mABHD4, FP-Rh probe fluorescence polarization; inhibition, % at 8.92 µM; 370,000 compounds, 0.54% hits;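 active means inhibition exceeding the mean over every tested compound plus 3 SD, cut at about 30% in these data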;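 further: 0% = plate median of compound wells and 100% = S159A mutant with DMSO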
Target sequence (Q8VD66 whole entry, looked up, the tested form may be a part): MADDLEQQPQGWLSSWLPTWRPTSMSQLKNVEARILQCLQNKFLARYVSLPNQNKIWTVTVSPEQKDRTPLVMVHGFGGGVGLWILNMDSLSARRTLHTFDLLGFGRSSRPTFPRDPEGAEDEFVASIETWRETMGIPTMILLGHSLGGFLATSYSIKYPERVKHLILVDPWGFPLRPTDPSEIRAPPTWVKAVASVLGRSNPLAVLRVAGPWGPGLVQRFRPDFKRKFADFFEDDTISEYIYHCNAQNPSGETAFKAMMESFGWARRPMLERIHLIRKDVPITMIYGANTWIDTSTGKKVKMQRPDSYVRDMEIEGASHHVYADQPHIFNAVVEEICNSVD
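system = mouse ABHD4 enzyme, wild type | medium = HEPES pH 7.0, NaCl, Pluronic buffer | also added = FP-Rh probe | incubation = Enzyme–compound pre-incubation 45 min, then probe 60 min, both 25 °C | technique = fluorescence polarization, excitation 525 nm, emission 598 nm, BODIPY TMR filters | controls = S159A mutant high control, sample median low control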
PRMT1 inh: inhibitors of human PRMT1; recombinant PRMT1, activity-based probe fluorescence polarization; 370,000 compounds, 1.3% hits; AID 652257; inhibition, % at 2.79 µM; Q99873;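 active means inhibition above about 21% made by adding two undisclosed values, limit read from the data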
Rev-erbA mod: modulates human Rev-erb alpha binding to DNA; 370,000 compounds, 0.79% hits; activity, % at 10 µM; AID 1259318; P20393; Rev-erbα–FITC-DNA binding, fluorescence polarization, 90 min;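 active means activity above about 14%, limit read from the data; passing the limit was not always enough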;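 further: 0% = DMSO wells with 35 nM protein and 100% = DMSO wells with 750 nM protein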
Target sequence (P20393 whole entry, looked up): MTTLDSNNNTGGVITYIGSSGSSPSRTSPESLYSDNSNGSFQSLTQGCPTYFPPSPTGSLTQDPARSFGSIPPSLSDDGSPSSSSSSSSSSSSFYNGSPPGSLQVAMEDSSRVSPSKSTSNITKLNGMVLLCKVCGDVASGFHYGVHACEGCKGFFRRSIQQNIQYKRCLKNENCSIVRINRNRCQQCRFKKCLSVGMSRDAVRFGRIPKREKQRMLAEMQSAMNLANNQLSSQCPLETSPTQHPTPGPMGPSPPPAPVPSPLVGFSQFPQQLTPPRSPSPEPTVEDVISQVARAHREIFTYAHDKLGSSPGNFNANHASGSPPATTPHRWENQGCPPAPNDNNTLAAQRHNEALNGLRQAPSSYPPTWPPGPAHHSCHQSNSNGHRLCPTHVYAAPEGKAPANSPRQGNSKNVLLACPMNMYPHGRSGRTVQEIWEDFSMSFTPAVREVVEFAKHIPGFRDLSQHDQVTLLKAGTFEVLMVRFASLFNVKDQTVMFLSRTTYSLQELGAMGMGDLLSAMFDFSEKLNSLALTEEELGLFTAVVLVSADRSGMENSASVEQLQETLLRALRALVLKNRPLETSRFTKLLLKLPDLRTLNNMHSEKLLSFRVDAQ
TCR-CD3 inh: human TCR-CD3 binding inhibition. TAMRA-labeled TCR probe fluorescence, biochemical. inhibition, % at 9.4 µM. 360,000 compounds, 0.37% hits; in the data active means inhibition above about 19%;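 further: recombinant mutant TCR 2C K166C tagged with TAMRA read by polarization; 0% = receptor in buffer alone and 100% = receptor with positive control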
LEDGF integ inh: blocks HIV-1 LEDGF/p75-dependent DNA integration. TR-FRET IN-LEDGF/p75 DNA integration, Eu/Cy5. inhibition, % at 3.7 µM. 370,000 compounds, 0.64% hits. AID 743269;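 active means inhibition above the screen-wide mean plus 3 SD, cut at about 13% in these data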;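 further: signal is the Cy5 over europium emission ratio at 671 and 618 nm; 0% = plate median of compound wells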
HTRA1 inh: blocks human HTRA1 serine peptidase | Q92743 | recombinant HTRA1, FP-rhodamine activity-based probe, fluorescence polarization | inhibition, % at 5.96 µM | AID 504803 | 340,000 compounds, 0.5% hits; in the data active means inhibition above about 36%;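 further: 0% = enzyme with DMSO and 100% = wells lacking enzyme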
rCAG binder: molecules binding r(CAG) RNA repeats; 370,000 compounds, 1.3% hits; r(CAG) RNA repeat, TO-PRO-1 dye displacement fluorescence; inhibition, % at 3 µM;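 active means inhibition above the plate cutoff, the mean of all test compounds on that plate plus 3 SD, cut at about 35% in these data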;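 further: 0% = DMSO alone and 100% = 100 µM mitoxantrone as full dye displacement; higher means more dye released from RNA so lower well fluorescence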
PG9 Ab binder: binds the HIV-1 gp120 antibody PG9 | TR-FRET gp120-PG9 antibody binding | inhibition, % at 6.7 µM | 360,000 compounds, 0.43% hits; in the data active means inhibition above about 8.5%
TDP2 inh: TDP2 (human) inhibition, absorbance primary screen; O95551; recombinant TDP2, T5PNP hydrolysis, p-nitrophenol absorbance 415 nm; inhibition, % at 12.8 µM; 370,000 compounds, 0.34% hits;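 active means inhibition above the mean of all tested compounds plus 3 SD, set per campaign, cut at about 25% in these data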;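 further: 0% = DMSO with enzyme and 100% = buffer with substrate but no TDP2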
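Assay system: recombinant human TDP2 / Reagent: T5PNP substrate at 5 mM, a TopII-DNA adduct mimic / Measured by: epi absorbance from released p-nitrophenol / Evaluation: % inhibition relative to enzyme-containing and enzyme-free wells / Control set: enzyme-free and DMSO wells / Replicates: each compound tested once, singlicate / Schedule: enzyme reaction with compound for 2 h at 37 °C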
* hit, by the source's call; · = no result given; & = joins results of further samples. Only part of the results is shown, so the mix of outcomes need not match the whole.

SMILES	SIAE inh	ABHD4 inh	PRMT1 inh	Rev-erbA mod	TCR-CD3 inh	LEDGF integ inh	HTRA1 inh	rCAG binder	PG9 Ab binder	TDP2 inh
O=c1[nH]c(NNC(=S)NC2CCCCC2)nc2c1C1(CCCC1)Cc1ccccc1-2	-2	3	-1	0	0	-6	-3	11	0.4	-2
Clc1ccc(-n2cccc2CN2CCc3c([nH]c4ccccc34)C2c2ccccn2)nc1 (configuration not stated)	4	-1	1	1	-5	0	-17	5	0.1	12
CC(=O)c1c(C)[nH]c(C(=O)OCC(=O)N2CCN(S(=O)(=O)c3ccc(C)cc3C)CC2)c1C	-2	3	-2	-1	3	0	-2	-4	-0.6	0
O=C(NC1CCCC1)C(c1cccnc1)N(C(=O)c1ccco1)c1ccc(F)cc1 (configuration not stated)	-7	-1	-1	-1	-5	0	-2	1	-0.2	-11
CC(C(=O)N(C)Cc1ccccc1)N1CCN(C/C=C/c2ccccc2)CC1 (configuration not stated)	6	14	1	0	-1	0	5	-11	1.6	22
N#Cc1ccc(NC(=O)Cn2c3[n+](c4ccc(C(F)(F)F)cc42)CCCCC3)cc1	3	-1	6	-1	-8	-2	-4	5	-0.2	5
CCCc1c(-c2cccc(Cl)c2)ncn1CCc1ccccc1OC	-1	-5	2	0	4	-1	·	-1	0.0	-2
O=c1cc(N2CCOCC2)[nH]c(=O)n1C1CCCCC1	0	3	21	4	-4	4	1	4	0.6	15
Cc1nc(-c2ccc(S(=O)(=O)N3CCN(C(c4ccccc4)c4ccccc4)CC3)s2)cs1	-5	-6	1	2	0	0	0	9	0.3	-4
CCOC(=O)C1(CCOc2ccccc2)CCN(CC(O)CO)CC1 (configuration not stated)	3	-4	1	3	-5	-1	3	-4	1.9	-5
O=C1CSC(c2cccc(F)c2)N1c1c(F)cccc1F (configuration not stated)	1	-10	-2	0	-7	1	30	2	-2.3	-32
CCCn1c(SCC(=O)NC2CCCc3ccccc32)n[nH]c1=O (configuration not stated)	-1	1	-1	-2	0	-3	0	2	0.3	1
CC[C@]1(c2ccccc2C)ON(c2ccccc2C(F)(F)F)C1=O	-2	-6	-2	0	3	0	9	1	-1.6	-11
COc1ccc(NS(=O)(=O)c2ccc(O)c(C(=O)OCC(=O)Nc3ccc4c(c3)OCCO4)c2)cc1	2	6	3	1	-3	-2	-9	38*	-0.3	0
O=C(N/N=C/c1ccc(OCc2ccccc2)cc1)c1ccco1	-2	-6	-2	1	2	4	-9	-1	-4.1	4
Cc1cc(C)c(C(N)=O)c(NC(=O)Nc2ccccc2)n1	3	2	-2	1	6	1	-3	3	-0.3	4
O=C(COC(=O)C1CCCCC1)Nc1ccccc1OC(F)F	5	4	-2	1	3	-6	-8	-2	0.0	7
CCCCNC(=O)CCN1N=C(c2ccccc2)CCC1=O	8	0	-12	-4	-2	1	-2	-3	-1.3	-12
O=C(NNC(=O)c1cccs1)c1csc(N2CCOCC2)n1	-2	2	4	0	-6	-5	-1	3	-0.4	-5
Cn1c(SCC(=O)Nc2ccccc2)nc2ccccc2c1=O	5	7	-1	2	-2	-2	-5	5	-0.8	-2
CCCC(=O)Nc1cccc(C(=O)Nc2nccs2)c1	-4	-5	-2	-3	4	2	4	2	0.8	-2
CCOc1ccc(-c2cc(C(=O)N/N=C(\C)c3cccnc3)c3ccccc3n2)c(OCC)c1	-14	3	2	0	1	-3	-4	8	0.5	-4
Cc1cc(C(=O)COC(=O)c2ccccc2O)c(C)n1CC1CCCO1 (configuration not stated)	3	1	1	3	4	0	-3	-1	-1.9	-10
S=C(NCCCN1CCN(CCCNC(=S)NC2CCCCC2)CC1)NC1CCCCC1	0	-4	-3	-6	-5	-2	-3	0	-0.4	2
CCOC(=O)c1cc(NC(=O)N(C(C)C)C2CCCCC2)c(C)nc1C	2	6	2	2	-5	-2	7	0	0.6	-8
CNC(=S)N/N=C(\C)c1cccc([N+](=O)[O-])c1	5	1	2	4	-2	2	-2	0	-1.8	5
CSc1ccc(Cl)c(C(=O)NCC(C)C)c1	5	-8	7	-1	-2	2	-8	1	-1.3	-12
CCC/C=C1/CCCOC(C(=O)NCCN2CCOCC2)(C(F)(F)F)C1 (configuration not stated)	6	5	4	2	4	-1	-5	-2	-0.2	0
O=S(=O)(Nc1ccccc1)c1ccc(NS(=O)(=O)c2c(F)cccc2F)cc1	8	-3	-1	2	5	0	-5	7	-2.4	13
Cc1c(NS(=O)(=O)c2cccc(C(=O)Nc3ccccc3)c2)c(=O)n(-c2ccccc2)n1C	-11	-2	0	1	-1	-2	-8	3	-0.4	2
CC1(C)Cc2c(sc3c2c(=N)n(Cc2ccco2)c(=O)n3CC(=O)Nc2ccc(Cl)cc2)CO1	-47	-12	0	-2	6	-2	-86	7	0.3	-10
O=C(CCNC(=O)c1ccc(Cl)cc1)Nc1ccc(S(=O)(=O)N2CCOCC2)cc1	0	-3	0	4	4	3	-2	1	-3.0	-4
O=C1C(Cl)=C(N2CCCCCC2)C(=O)N1c1ccccc1	3	-2	2	1	-1	4	-11	-2	1.9	6
O=C(CN(C(=O)C1CSC(=O)C1)c1ccccc1F)NCc1ccc2c(c1)OCO2 (configuration not stated)	-4	0	1	1	7	-3	-2	-4	-0.8	-3
Cc1cccc(CN2CCN(C3CN(Cc4ccc(F)cc4)S(=O)(=O)C3)CC2)c1 (configuration not stated)	4	6	-3	-1	5	2	·	-1	0.5	-8
COC(=O)c1ccc(NC(=O)CCS(=O)(=O)c2ccc(Br)cc2)cc1	4	-1	-1	-6	3	3	-2	-1	-1.5	0

Some of the entries so far, as labelled records.
O=C1C(Cl)=C(N2CCCCCC2)C(=O)N1c1ccccc1
  SIAE inh = 3; ABHD4 inh = -2; PRMT1 inh = 2; Rev-erbA mod = 1; TCR-CD3 inh = -1; LEDGF integ inh = 4; HTRA1 inh = -11; rCAG binder = -2; PG9 Ab binder = 1.9; TDP2 inh = 6
O=C(CN(C(=O)C1CSC(=O)C1)c1ccccc1F)NCc1ccc2c(c1)OCO2 (configuration not stated)
  SIAE inh = -4; ABHD4 inh = 0; PRMT1 inh = 1; Rev-erbA mod = 1; TCR-CD3 inh = 7; LEDGF integ inh = -3; HTRA1 inh = -2; rCAG binder = -4; PG9 Ab binder = -0.8; TDP2 inh = -3

More results.
SMILES	SIAE inh	ABHD4 inh	PRMT1 inh	Rev-erbA mod	TCR-CD3 inh	LEDGF integ inh	HTRA1 inh	rCAG binder	PG9 Ab binder	TDP2 inh
Cc1csc(Nc2ccccc2C(F)(F)F)n1	-1	1	-2	2	-8	6	-1	-4	1.2	0
Cc1cc(C)c2nc(N3CCCC(C(=O)N4CCN(c5ncccn5)CC4)C3)sc2c1 (configuration not stated)	13	2	-2	1	6	-3	-9	-2	-1.1	-9
O=C1NC(c2cccnc2)C(C(=O)c2cccs2)C(O)(C(F)(F)F)N1 (configuration not stated)	5	0	1	2	-6	1	5	-1	1.6	7
CC1CCc2nc(NC(=O)c3cc(C(C)(C)C)nn3C)sc2C1 (configuration not stated)	-3	11	3	23	8	-2	-1	-2	0.7	5
CCCS(=O)(=O)N1CCCC(C(=O)NCCN2CCCCC2C)C1 (configuration not stated)	-4	-4	2	0	5	-1	0	-4	1.0	-5
Clc1ccc(-n2nnnc2-c2cnc3ccccc3c2-c2ccccc2)cc1	-15	-4	3	7	2	-2	-33	-5	-1.8	-10
Cn1c(=O)n(C)c2cc(CN3C(=O)OC(C)(C)C3(C)O)ccc21 (configuration not stated)	4	5	-9	1	5	2	6	2	0.8	7
O=C1c2ccccc2C(=O)c2c1cccc2-n1nnc2ccccc21	-7	4	3	2	3	0	-4	11	-0.1	0
COC(=O)C1=C(C(=O)OC)[C@@H]2N(C)c3ccccc3[C@@]23C[C@@H](C(=O)OC)N(C(=O)c2ccco2)C3=N1	-9	-6	-4	-2	1	0	4	-5	2.6	5
Cn1c(=O)n(C)c2cc(C(=O)c3ccccc3)ccc21	4	0	0	-6	8	1	1	5	0.5	4
COc1ccccc1OCC(=O)N(Cc1nc(-c2ccc(Cl)cc2)no1)C(C)C	-3	-9	-2	-5	-1	-1	-8	0	-1.7	0
O=[N+]([O-])c1ccc(S(=O)(=O)NCCS(=O)(=O)N2CCN(c3ccccc3)CC2)cc1	5	1	0	-1	8	3	2	6	-0.8	7
COc1ccc(-c2nc3ccccc3c(=O)n2CCN2CCOCC2)cc1	-5	3	-4	3	1	2	2	-6	-0.8	5
O=C1c2ccccc2[C@@H]2C[C@@H](O)[C@H](Nc3cccc(Cl)n3)CCN12	1	2	0	4	-2	0	2	4	1.3	-2
COc1ccc(O)c(C(=O)c2cc(SCC(=O)O)c3nc4sc5c(c4c(=O)n3c2)CCCC5)c1	-20	-22	4	-3	-8	3	-22	42*	-1.8	-15
Cn1cc(CNCc2cn(C)nc2-c2ccc(C3CCCCC3)cc2)cn1	-9	3	4	2	1	0	-6	-7	-0.3	-6
Cc1noc(C)c1CSc1nc2ccccc2s1	2	0	8	9	8	5	-6	-3	0.1	-3
CC(C)n1c(=S)[nH]c2cc(Cl)ccc21	5	6	5	-7	-3	-2	13	-4	1.6	13
O=C1N(c2ccc(Cl)c(Cl)c2)CN(Cc2ccccc2)CN1n1cnnc1	-10	-3	-3	-3	-2	-2	1	1	-0.3	1
CCCc1nc2c(C)cc(Br)cn2c1Cc1ccc(OC)cc1C	7	7	7	5	-1	1	·	0	-0.1	4
NC(=O)OCC(O)COc1ccc(Cl)cc1 (configuration not stated)	1	-3	-1	5	-3	-2	1	1	-0.8	1
COc1ccc(Cl)cc1NC(=O)CN1CCc2ccccc21	3	1	-1	-3	7	0	7	1	-1.3	8
O=C(O)c1ccccc1C(=O)Nc1ccc(-n2nccc2C(F)(F)F)cc1	5	0	-1	-2	1	0	-2	-1	-1.9	14
Cc1ccc(-c2ccc(/C=C3/NC(=O)NC3=O)o2)cc1[N+](=O)[O-]	0	1	1	2	0	0	4	11	-6.2	-1
CC1CCC2(CCC(=O)N2CCCOC(=O)c2ccccc2)CC1 (configuration not stated)	-2	-3	-3	2	·	0	·	-3	·	-2
Nc1c(Br)cc(Br)cc1CNC1CCC(O)CC1 (configuration not stated)	3&6	-1&11	0&-1	4&6&3	6&0	0&-2	4&1	0&1	-0.4&-0.8	6&6
CC1(C)Cc2c(sc3nc4n(c(=N)c23)CCCCC4)CO1	-4	8	0	2	7	0	-1	3	0.3	0
COc1ccc(S(=O)(=O)Nc2ccc3c(c2)OCO3)cc1C	1	-3	-2	1	3	4	-5	-1	0.0	-3
COc1ccccc1CC(NC(C)=O)C(=O)N1CCN(C(=O)Nc2ccccc2Cl)CC1 (configuration not stated)	8	-1	-1	-4	3	-3	-2	-6	-2.0	-3
C[C@@H]1CN([C@H](C)CO)C(=O)CCCn2cc(nn2)CO[C@H]1CN(C)S(=O)(=O)c1cccc(C#N)c1	-6	6	0	2	6	1	-1	0	-1.4	-2
C=CCN=C1NC(c2cccc(F)c2)C(C(=O)OC)=C(C)N1Cc1ccccc1C(F)(F)F (configuration not stated)	5	3	-6	7	6	4	·	4	0.7	4
